APP 5'UTR act – APP 5'UTR luciferase reporter activation; AID 1276; SH-SY5Y APP 5'UTR luciferase reporter, luminescence; zero percent = DMSO vehicle wells; activation, % at 2 µM; 190,000 compounds, 1% hits;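 active means activation above a set limit, based on mean plus 3 SD of controls, cut at about 140% in these data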; further: values of inactives mirror those of a sister screen read the other way
PMI act satM6P – increases human PMI activity with near-saturating mannose 6-phosphate; activation factor at 20 µM; P34949; 190,000 compounds, 0.34% hits; AID 1216; coupled PMI enzyme assay, resazurin fluorescence, 20 min; active compounds read high; 1 = untreated enzyme, 0 = substrate-free blank;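 active means activation factor of 2 or more at 20 µM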
Target sequence (P34949 whole entry, looked up): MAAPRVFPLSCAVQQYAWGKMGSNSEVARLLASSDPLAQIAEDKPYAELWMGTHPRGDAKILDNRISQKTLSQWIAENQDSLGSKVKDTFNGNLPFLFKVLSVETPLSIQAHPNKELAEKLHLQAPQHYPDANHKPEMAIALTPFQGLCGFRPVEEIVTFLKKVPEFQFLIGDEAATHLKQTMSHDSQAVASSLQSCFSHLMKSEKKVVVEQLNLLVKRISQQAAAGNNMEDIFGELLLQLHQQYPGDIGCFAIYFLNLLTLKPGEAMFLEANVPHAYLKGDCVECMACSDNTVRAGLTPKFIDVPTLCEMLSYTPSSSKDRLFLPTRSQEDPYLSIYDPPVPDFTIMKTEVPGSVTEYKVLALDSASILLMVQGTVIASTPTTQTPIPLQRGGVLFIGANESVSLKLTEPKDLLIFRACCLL
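assay system = human phosphomannose isomerase with PGI, G6PDH, diaphorase coupling enzymes | quantity = 15 ng/mL PMI | incubation = enzyme reaction with compound 20 min at room temperature | medium = HEPES pH 7.4 buffer with MgCl2 and Tween-20 | compound dosing = one concentration, 20 µM, in 1% DMSO | measured by = Diaphorase-driven resazurin-to-resorufin fluorescence, excitation 544, emission 590 nm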
TNAP inh noacc – inhibitors of human TNAP without phosphate acceptor; P05186; purified TNAP, CDP-star luminescence, 30 min; inhibition, % at 20 µM; 200,000 compounds, 0.26% hits;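 active means tissue-nonspecific alkaline phosphatase inhibition above about 50% at 20 µM in the single-dose screen, limit read from the data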;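 further: 0% = DMSO negative control and 100% = EDTA positive control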
Target sequence (P05186 whole entry, looked up): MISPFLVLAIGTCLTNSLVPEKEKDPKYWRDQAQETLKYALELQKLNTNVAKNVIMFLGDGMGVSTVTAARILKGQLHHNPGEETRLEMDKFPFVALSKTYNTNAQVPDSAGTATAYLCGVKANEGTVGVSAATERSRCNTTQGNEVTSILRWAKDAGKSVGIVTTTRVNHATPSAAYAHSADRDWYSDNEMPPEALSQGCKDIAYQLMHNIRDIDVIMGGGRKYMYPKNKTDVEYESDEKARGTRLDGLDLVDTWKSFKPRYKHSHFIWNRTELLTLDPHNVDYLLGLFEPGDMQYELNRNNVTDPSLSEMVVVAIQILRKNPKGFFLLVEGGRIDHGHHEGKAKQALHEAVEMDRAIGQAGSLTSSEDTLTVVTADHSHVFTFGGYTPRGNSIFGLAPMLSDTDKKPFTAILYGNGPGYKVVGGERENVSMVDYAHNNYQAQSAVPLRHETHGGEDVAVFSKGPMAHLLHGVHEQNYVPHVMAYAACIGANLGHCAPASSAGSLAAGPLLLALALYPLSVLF
bIAP activator – intestinal alkaline phosphatase (bovine) activation; purified bovine IAP, CDP-star luminescence, 30 min; active compounds read high; fold of DMSO-control signal, blank-subtracted; activation factor at 20 µM; AID 1016; 200,000 compounds, 0.17% hits;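 active means activation factor of 2 or more at 20 µM, a signal rise over negative controls twice the positive control's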
FLuc stim CS – affects firefly luciferase, flagging false hits in luciferase stimulation screens | P08659 | ATPlite luciferase biochemical, luminescence, 10 min; 0 = ATP-free wells, 1 = DMSO control | activation factor at 10 µM | 200,000 tested, under 10 active;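 active means luciferase activation factor, scaled between plate controls, of at least 2 with compound at 10 µM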
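Assay system: Luciferase/luciferin detection reagent, cell-free biochemical luciferase assay / Also added: ATP substrate / Schedule: 10 min at ambient temperature / Measured by: luminescence measurement of luciferase light output / Benchmarks: low control with PBS replacing ATP, high control enzyme plus ATP without compound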
PMI activator – phosphomannose isomerase (human) activation | P34949 | purified human PMI, coupled resazurin fluorescence, 20 min; active compounds read high; 1 = vehicle control, 0 substrate-free wells | activation factor at 20 µM | 190,000 compounds, 0.005% hits | AID 1214;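 active means activation factor of 2 or more at 20 µM, relative to plate controls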
TNAP inh hi DEA – blocks human TNAP under high phosphate acceptor concentration; P05186; purified TNAP, CDP-star luminescence, 1 M DEA; inhibition, % at 20 µM; 200,000 compounds, 0.03% hits; AID 1135;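 active means over 50% inhibition of tissue-nonspecific alkaline phosphatase at 20 µM in the single-dose screen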;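 further: plate controls were DMSO wells for no effect and EDTA-quenched wells as full inhibition for full effect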
FLuc inhib CS – inhibits firefly luciferase, flagging false hits in luciferase inhibition screens; P08659; ATPLite firefly luciferase biochemical luminescence, 10 min; inhibition, % at 10 µM; 200,000 compounds, 1.5% hits;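 active means inhibition above about 50% when tested at 10 µM, limit read from the data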
NF-kB neuron act – raises NF-kB expression in human neuronal cells; NF-kB reporter expression; active compounds read high; 190,000 compounds, 1.6% hits; fold change at 12.5 µM; in the data active means fold change above about 3.3
TNAP act hiacc – activators of human TNAP at high phosphate acceptor concentration; 200,000 tested, under 10 active; purified TNAP, CDP-star luminescence, 1 M DEA, 30 min; active compounds read high; 0 = EDTA background, 1 = DMSO-only activity; activation factor at 20 µM;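 active means activation factor at least 2 at 20 µM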
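Measured by: Luminescent substrate turnover signal | Test system: Human TNAP | Input: TNAP 1/800 final | Dosing: 20 µM single point | Schedule: 30 min, room temperature | Controls: EDTA wells as negative control, DMSO wells as positive control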
Numbers without * were called inactive.

The line under a structure holds: APP 5'UTR act | PMI act satM6P | TNAP inh noacc | bIAP activator | FLuc stim CS | PMI activator | TNAP inh hi DEA | FLuc inhib CS | NF-kB neuron act | TNAP act hiacc
> O=C(/C=C/c1ccc(O)c(O)c1)c1ccc(S(=O)(=O)N2CCCCCC2)cc1
  -10 | 0.7 | 57* | 0.9 | 1 | 0.3 | 43 | -4 | 2.6 | 0.6
> COCCN(CCOC)Cc1c(C)[nH]c2ccccc2c1=O
  8 | 0.9 | -3 | 1.1 | 1 | 0.8 | 2 | 2 | 1.4 | 1
> C/C(=C/C(=O)N1CCc2ccccc21)C(=O)O
  9 | 1 | -23 | 1 | 0.9 | 0.9 | 1 | 7 | 1 | 1
> O=S(=O)(Cc1ccccc1)N1CCC(c2nc(-c3cccs3)no2)CC1
  -7 | 1 | -10 | 1 | 1 | 1 | -3 | -3 | 1 | 1
> O=c1c2ccccc2cnn1Cc1n[nH]c(=S)n1-c1ccc(Cl)cc1
  -11 | 1.1 | 2 | 0.9 | 1 | 1 | 0 | -3 | 0.9 | 1
> O=C(c1nn(-c2ccccc2)c(=O)c2ccccc12)N1CCN(c2ncccn2)CC1
  -6 | 0.8 | -11 | 1 | 1 | 0.9 | -3 | 2 | 0.7 | 1
> O=c1nc(/C=C/c2cc([N+](=O)[O-])ccc2Cl)cc(C(F)(F)F)[nH]1
  -3 | 0.9 | -4 | 1.1 | 1 | 0.8 | 1 | 2 | 1.2 | 1
> C=CCn1c(O)c(N=NC(=O)CNC(=O)/C=C/c2ccco2)c2ccccc21
  0 | 1 | 4 | 1 | 1 | 0.9 | 4 | -4 | 1.2 | 1
> COc1ccc(S(=O)(=O)NNC(=O)c2csc(-n3nc(C)cc3C(F)(F)F)n2)cc1OC
  -18 | 1 | -7 | 1 | 1 | 0.9 | -3 | -4 | 1.1 | 1
> CCOC(=O)C1(CC2CCCCO2)CCN(Cc2nc3ccccc3nc2C)CC1 (stereo not given)
  22 | 0.8 | -4 | 1 | 1 | 0.8 | 1 | -2 | 0.87 | 1
> CC1(C)CC2CC(C)(CN2S(=O)(=O)c2ccc(C(=O)Nc3cccc(S(=O)(=O)N4CCOCC4)c3)cc2)C1 (stereo not given)
  -15 | 0.8 | -6 | 1 | 1 | 0.8 | -8 | 0 | 0.62 | 1.1
> CCCCCCNC(=O)Nc1ccccc1
  14 | 1 | -13 | 0.8 | 1 | 0.9 | -6 | 4 | 1.8 | 1.1
> c1ccc2c(c1)CCCN2Cc1nnnn1CC1CCCO1 (stereo not given)
  -3 | 2.1* | -9 | 1.1 | 1 | 1.5 | 1 | -3 | 1.3 | 1
> COc1ccc(N2CCN(CCCn3c(=S)[nH]c4ncccc4c3=O)CC2)cc1
  -1 | 1.1 | -15 | 1 | 1.1 | 1.1 | -3 | -6 | 1.1 | 1
> CN(C)S(=O)(=O)c1cccc(NC(=O)c2cc(=O)[nH]c3ccccc23)c1
  -1 | 0.9 | -6 | 1.1 | 1.1 | 1 | -4 | -5 | 1.1 | 1
> COC(=O)c1ccc(NC(=O)C(=O)c2cccn2C)cc1
  1 | 0.5 | -3 | 1.1 | 0.2 | 0.9 | -4 | 84* | 8.4* | 1
> COC(=O)CCc1c(C)nn(-c2ccccc2)c1C
  6 | 0.9 | -2 | 1 | 1 | 0.9 | 1 | -2 | 1.5 | 1
> O=C(/C=C/c1ccccc1Cl)Nc1cccc(S(=O)(=O)NC2=NCCCCC2)c1
  44 | 0.8 | -20 | 0.9 | 0.3 | 0.9 | -4 | 71* | 0.91 | 1
> COC(=O)c1ccc(OC(=O)c2ccco2)cc1
  14 | 1.1 | -5 | 0.9 | 0.9 | 1.1 | 0 | 7 | 1.3 | 1
> Cc1cc(C)nc(/N=C(/NC(=O)Nc2ccc(Cl)c(Cl)c2)Nc2cccc(Cl)c2)n1
  0 | 0.9 | 10 | 0.9 | 1.1 | 1 | 3 | -6 | 1 | 1
> COc1ccc[nH]c1=O
  0 | 0.9 | 6 | 0.9 | 1.1 | 0.9 | 1 | -7 | 1.1 | 1
> CCN(CC)S(=O)(=O)c1ccc(N2CCOCC2)c(NC(=O)Cc2ccccc2)c1
  1 | 0.9 | -8 | 0.8 | 1 | 0.8 | 0 | -4 | 0.9 | 1
> CN1CCCN(C(=O)c2cc(-c3ccc(Cl)c(Cl)c3Cl)nc3ccccc23)CC1
  -2 | 0.9 | -10 | 1 | 1.1 | 1 | -4 | -6 | 0.78 | 1
> COCCNC(=O)COc1ccc(C)c(C)c1
  -16 | 1 | -8 | 0.9 | 1 | 1 | -1 | -2 | 1 | 1
> O=C(c1ccccc1)c1cc2c(cc1[N+](=O)[O-])OCCO2
  -9 | 0.9 | -9 | 1 | 1 | 0.9 | -4 | 0 | 1.4 | 1
> CCCNc1nc2c(c(=O)[nH]c(=O)n2C)n1CCc1ccccc1
  -4 | 0.9 | -16 | 0.8 | 1.1 | 0.9 | -6 | -6 | 0.93 | 1.1
> O=C1CSCN1c1ccc(Cl)cc1
  1 | 1 | -4 | 1.1 | 1 | 0.9 | -2 | -4 | 1.2 | 1
> CC1(C)Cc2nc(NCCCO)c(C#N)cc2CO1
  8 | 1 | 1 | 1 | 1.1 | 1.1 | -5 | -9 | 1.1 | 1.1
> Cc1sc2ncnc(-n3nnc4ccccc43)c2c1C
  -2 | 0.9 | 3 | 1 | 1 | 0.9 | 1 | -1 | 1.1 | 1
> CC1CCc2nc3ccc(S(=O)(=O)N4CCC(C(=O)NC5CCCC5)CC4)cc3c(C(=O)O)c2C1 (stereo not given)
  16 | 1.3 | -7 | 1 | 1 | 1.4 | 3 | 4 | 1.1 | 1
> COc1cc(C(=O)N(CCc2ccccc2)C2CC3CCC(C2)N3C)cc(OC)c1OC (stereo not given)
  -12 | 1 | -9 | 1 | 1 | 0.8 | -3 | -3 | 1.1 | 1
> CC(C)CCNC(=O)CNC(=S)N(CCCN1CCOCC1)Cc1cccs1
  -4 | 1.1 | -54 | 1 | 1.1 | 1 | -7 | -8 | 1.2 | 1.1
> Cc1ccc(S(=O)(=O)N2CCCC(NC(=O)N3CCN(c4ccccc4)CC3)C2)cc1 (stereo not given)
  -3 | 1 | -13 | 1 | 1.1 | 0.9 | 0 | -9 | 0.72 | 1
> O=C(CN(Cc1ccc(F)cc1)S(=O)(=O)c1ccc(S(=O)(=O)N2CCOCC2)cc1)Nc1ccccc1
  2 | 1 | 10 | 0.9 | 1.1 | 1 | -1 | -11 | 1 | 1
> O=C(CCC(=O)N1CCN(S(=O)(=O)c2ccccc2)CC1)NC1CCCc2ccccc21 (stereo not given)
  -8 | 1 | -9 | 1 | 1.1 | 1 | -2 | -6 | 0.97 | 1
> CCOC(=O)c1c(C)c(C(=O)NCCCOC)c(C)n1C
  -8 | 0.8 | -11 | 0.9 | 1 | 0.9 | 6 | -4 | 1 | 0.9
> CC(=O)Nc1ccc(NC(=O)c2ccccc2N(C)S(C)(=O)=O)cc1
  -4 | 1 | -14 | 0.9 | 1.1 | 1 | -4 | -7 | 0.97 | 1
> O=C(c1ccccc1)N1CCCOC1c1ccccc1 (stereo not given)
  3 | 1 | -15 | 1 | 1 | 1.1 | -6 | 0 | 1.1 | 1.1
> COC(=O)CNC(c1ccccc1Cl)c1cc(Br)ccc1NS(=O)(=O)c1ccc(C)cc1 (stereo not given)
  28 | 0.9 | -87 | 1 | 1.1 | 0.8 | -6 | -6 | 0.77 | 1.1
> Cc1noc(C)c1S(=O)(=O)Nc1ccc(C(=O)N2CCN(c3cccc(Cl)c3)CC2)cc1
  3 | 1 | -3 | 1 | 1.1 | 0.9 | -6 | -8 | 0.82 | 1.1
> Cc1ccc(S(=O)(=O)c2cnc3cc(C)nn3c2N)cc1
  6 | 0.9 | -12 | 1.2 | 1 | 1.1 | -2 | -4 | 1.1 | 1
> COc1cc(/C=C2\C(=O)NN(c3ccccc3)C2=O)ccc1OCC(N)=O
  -5 | 0.9 | 0 | 1 | 0.7 | 1.2 | 0 | 33 | 1.2 | 1
> O=C(Nc1ccc2c(c1)OCCO2)c1cccc2nc3ccccc3nc12
  -46 | 1 | 19 | 0.9 | 1 | 1 | 9 | 0 | 0.52 | 0.9
> CCOC(=O)c1cc(-c2ccc(OC(F)F)cc2)nc2nc(SC)[nH]c(=O)c12
  -9 | 1 | -12 | 0.9 | 1 | 0.9 | 1 | 2 | 1.6 | 1
> O=C(C1CCCO1)N1CCN(C(=S)Nc2ccccc2)CC1 (stereo not given)
  -7 | 0.9 | -5 | 0.9 | 1 | 0.9 | -4 | -3 | 1.1 | 1
> CN(C)/C=C/C(=O)c1ccc(Oc2ncccn2)cc1
  -11 | 0.9 | -4 | 1.1 | 1 | 1 | -1 | -2 | 1.4 | 1
> CC(=O)c1cccc(NS(=O)(=O)c2ccc(N/C=C\C(=O)c3ccc(C)cc3)cc2)c1
  4 | 1 | -4 | 0.9 | 1.1 | 1 | -2 | -6 | 1 | 1
> O=S1(=O)Cc2cc3ccccc3cc2C1
  -7 | 0.9 | -9 | 1.1 | 1 | 0.9 | -8 | -3 | 1 | 1.1
> O=C(NCc1ccco1)C1CC(c2cccc([N+](=O)[O-])c2)=NO1 (stereo not given)
  2 | 1.1 | -3 | 0.9 | 1.1 | 1.1 | -7 | -11 | 0.89 | 1.1
> N#CCCn1c(C2CCCCC2)nc2ccccc21
  -9 | 1 | -5 | 0.9 | 1.1 | 1 | -5 | -8 | 1.1 | 1.1
> O=C(NC(=S)Nc1ccccc1O)c1ccc(-c2ccc(Cl)cc2)o1
  -15 | 0.9 | -3 | 0.5 | 1 | 1 | 9 | -5 | 1.2 | 0.9
> Cc1c(Cl)c([N+](=O)[O-])nn1Cc1ccc(C(=O)N/N=C\c2ccccn2)o1
  4 | 0.9 | 7 | 0.8 | 1 | 1 | 0 | -4 | 1.2 | 1
> Fc1cccc(C[n+]2csc3ccccc32)c1
  17 | 1.7 | 10 | 0.8 | 1 | 1 | -1 | -1 | 1.4 | 1
> O=C(C1=C[C@@H](c2coc3ccccc3c2=O)C[C@@H](OCCCCO)O1)N1CCN(Cc2ccccc2)CC1
  10 | 1 | -8 | 1.2 | 1 | 0.9 | -3 | -3 | 0.92 | 1
> CC(C)C(C)NC(=O)COc1ccc([N+](=O)[O-])cc1Cl (stereo not given)
  22 | 1 | -2 | 0.9 | 1 | 1 | 0 | -2 | 1.1 | 1

An excerpt of these results, as labelled records.
Cc1c(Cl)c([N+](=O)[O-])nn1Cc1ccc(C(=O)N/N=C\c2ccccn2)o1
  APP 5'UTR act: 4	PMI act satM6P: 0.9	TNAP inh noacc: 7	bIAP activator: 0.8	FLuc stim CS: 1	PMI activator: 1	TNAP inh hi DEA: 0	FLuc inhib CS: -4	NF-kB neuron act: 1.2	TNAP act hiacc: 1

Fc1cccc(C[n+]2csc3ccccc32)c1
  APP 5'UTR act: 17	PMI act satM6P: 1.7	TNAP inh noacc: 10	bIAP activator: 0.8	FLuc stim CS: 1	PMI activator: 1	TNAP inh hi DEA: -1	FLuc inhib CS: -1	NF-kB neuron act: 1.4	TNAP act hiacc: 1

Compound activity deposited in PubChem by several laboratories.
